Source: PubChem BioAssay (National Center for Advancing Translational Sciences (NCATS))
RECQ1 inh: RECQ1 (human) helicase inhibition. P46063. RECQ1 DNA unwinding, red fluorescence kinetic read. Potency, µM (top dose mostly 57.3 µM), inactives show at the top dose activity, negative = inhibition, usual class: inhibitors. hit rate 0.54% among 240,000. AID 2549;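 note: plate controls were vehicle for no effect and no enzyme for full effect; nearly all actives have a fitted effect of over 30% in size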
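RECQ1T1 50 nM; forked duplex (20 bp + 30-nt ss tails) 200 nM, ATP 2 mM final; pH 8.0, 2 mM MgCl2, 2.5 ug/ml poly(dI-dC); 15 min compound preincubation; discontinuous kinetic read over 2 h at RT.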
KDM4E inh: inhibitors of human JMJD2E histone demethylase | B2RXH2 | JMJD2E catalytic domain, FDH-coupled NADH fluorescence (FDH is formaldehyde dehydrogenase) | Potency, µM (doses to about 57.1 µM), inactives show at the top dose activity change, negative = inhibition, most hits filed as inhibitors | hit rate 1.6% among 230,000; active = well fitted inhibition curve with a large enough effect, not every such curve was filed as active; inconclusive = small, poorly fitted or top-dose-only effect, or another doubt; inactive = no such curve, though single readings can be large or run the other way;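 note: 0% = wells with enzyme and -100% = buffer wells without enzyme; nearly all actives have a fitted effect of over 50% in size; many of its hits are not listed in these tables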
Target sequence (B2RXH2 1-337 limits assumed): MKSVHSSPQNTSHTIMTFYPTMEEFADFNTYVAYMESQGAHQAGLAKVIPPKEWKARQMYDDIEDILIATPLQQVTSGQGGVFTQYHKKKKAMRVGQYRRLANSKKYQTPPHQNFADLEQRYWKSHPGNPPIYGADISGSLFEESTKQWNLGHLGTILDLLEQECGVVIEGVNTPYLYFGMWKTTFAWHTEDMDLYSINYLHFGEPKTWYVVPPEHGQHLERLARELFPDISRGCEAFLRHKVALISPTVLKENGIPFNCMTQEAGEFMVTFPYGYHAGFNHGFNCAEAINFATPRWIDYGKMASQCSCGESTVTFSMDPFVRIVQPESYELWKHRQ
LMNA splice mod: modulators of lamin A splicing | hit rate 0.01% among 200,000 | AID 1487 | HeLa LMNA splicing GFP/RFP minigene ratio, 48 h | Potency, µM (top dose mostly 46.1 µM), inactives show at the highest dose ratio change, negative = inhibition, most hits filed as inhibitors; active = well fitted inhibition curve with a large enough effect in the signal ratio, with a control signal flat, not every such curve was filed as active; inconclusive = small, poorly fitted or top-dose-only effect, or effect the other way, or a change in a side signal; the % refers to the signal ratio; note: % is set by controls: 0 for no effect and ±100 for the full control effect
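Read-out is the ratio of GFP to DsRed2 object intensity, acquired by 488 nm laser-scanning cytometry on HeLa lamin A-EGFP minigene reporter cells. Compound incubation 48 hrs at 37 °C in Opti-MEM with 2% FBS; DMSO 0.5% final.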
TRb SRC2 PPI: disrupts binding of human TR beta to SRC2; P10828; TRbeta-SRC2 peptide binding, fluorescence polarization; receptor liganded with 1 µM T3; Potency, µM (series often up to 106 µM), inactives show at the top dose activity change, negative = inhibition, actives largely listed as inhibitors; hit rate 0.065% among 280,000;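 note: plate controls were bound peptide for no effect and peptide without receptor for full effect; nearly all actives have a fitted effect of over 50% in size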
Target sequence (P10828 whole entry, looked up): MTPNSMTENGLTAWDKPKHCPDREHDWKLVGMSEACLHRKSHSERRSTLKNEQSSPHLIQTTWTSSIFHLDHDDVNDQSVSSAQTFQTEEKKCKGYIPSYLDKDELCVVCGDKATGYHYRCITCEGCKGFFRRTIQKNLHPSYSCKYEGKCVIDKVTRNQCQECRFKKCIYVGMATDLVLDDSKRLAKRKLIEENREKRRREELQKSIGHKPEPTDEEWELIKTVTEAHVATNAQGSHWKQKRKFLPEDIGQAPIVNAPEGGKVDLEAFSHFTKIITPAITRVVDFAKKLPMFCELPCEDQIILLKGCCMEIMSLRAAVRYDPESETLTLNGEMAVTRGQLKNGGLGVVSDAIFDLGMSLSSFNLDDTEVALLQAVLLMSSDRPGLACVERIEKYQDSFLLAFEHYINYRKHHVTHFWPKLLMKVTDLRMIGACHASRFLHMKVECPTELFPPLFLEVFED
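Polarization signal, normalized between peptide-alone and full complex controls, measured compound effects on T3-liganded human TRb LBD (0.6 uM) binding 20 nM Texas Red SRC2 peptide after 5 hr.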
ALDH1A1 inh: inhibitors of human aldehyde dehydrogenase 1A1; Potency, µM (series often up to 75.3 µM), without a hit: top-dose activity, negative = inhibition, actives largely listed as inhibitors; hit rate 7.3% among 220,000; Purified ALDH1A1, NADH fluorescence, propionaldehyde substrate; active = well fitted inhibition curve with a large enough effect, not every such curve was filed as active; inconclusive = small, poorly fitted or top-dose-only effect, or another doubt; inactive = no such curve, though single readings can be large or run the other way;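 note: plate controls were no enzyme wells and a reference inhibitor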
RGS12 GoLoco inh: inhibitors of human Gai1-RGS12 GoLoco interaction (red fluorophore); P63096; Gai1:RGS12 GoLoco peptide FP, rhodamine, 10 min; Potency, µM (top dose mostly 61.6 µM), without a hit: at the highest dose activity, negative = inhibition, usual class: inhibitors; hit rate 0.44% among 230,000; AID 880; active = well fitted inhibition curve with a large enough effect, not every such curve was filed as active; inactive = no such curve, though single readings can be large or run the other way; note: % is set by controls: 0 for no effect and ±100 for the full control effect; nearly all actives have a fitted effect of over 30% in size; many of its hits are not listed in these tables
SMN2 splice up: SMN2 splice variant enhancement; hit rate 2.8% among 210,000; HEK293 SMN2-luciferase splicing reporter, luminescence, 30-36 h; Potency, µM (doses to about 46.1 µM), for inactives: top-dose activity change, positive = activation, usual class: activators; note: % of control where 0% means no effect; nearly all actives have a fitted effect of over 55% in size
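HEK293 cells carry an SMN2 […]–luciferase reporter in which exon 7 inclusion puts luciferase in frame. Cells were plated 10-12 h before compound addition, then incubated 30-36 h at 37C. ONE-Glo luminescence was read; sodium butyrate at 4.5 mM final served as control.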
TexasRed fluor: counter-screen for TRb-SRC2 inhibitors: fluorescence interference; TRb/SRC2 Texas Red total fluorescence interference; Potency, µM (titrated, usually from 106 µM), for the others: top-dose fluorescence change, negative = quenching; hit rate 0.29% among 280,000; AID 1479; active = well fitted curve in either direction with a large enough effect; inconclusive = small, poorly fitted or top-dose-only effect; note: % is set by controls: 0 for no effect and ±100 for the full control effect
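Human TRb ligand-binding domain at 0.6 uM with 20 nM Texas Red SRC2 peptide in Tris buffer containing 1 uM T3 and 5% DMSO, incubated with compound 5 h at ambient temperature. Total fluorescence (555/632 nm) calculated as parallel + 2 × perpendicular.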
Starred values were filed as active, the others as inactive; i = inactive; ? = inconclusive; nt = no result given; [ ] = remark or other dose. Unless noted, calls come from the whole dose curve; as a rule, active = well fitted curve in the direction sought with a large enough effect; inconclusive = small, poorly fitted or top-dose-only effect, or another doubt; inactive = no such curve, though single readings can be large; an effect the other way counts as inactive or inconclusive. Potency is the fitted concentration of half-maximal effect.

SMILES	RECQ1 inh	KDM4E inh	LMNA splice mod	TRb SRC2 PPI	ALDH1A1 inh	RGS12 GoLoco inh	SMN2 splice up	TexasRed fluor
Fc1ccccc1NC(=S)N1CCCCC1	-6%	-6%	-7%	2%	-7%	13%	0%	-1%
CC(=O)NC1(c2ccc(F)cc2)CCN(C(=O)c2c(F)cccc2F)CC1	0%	11%	3%[46 µM]	-3%	3%	-18%	-3%	1%
COc1ccc(-c2cc(C(=O)NCC3CCCO3)c3ccccc3n2)cc1 (configuration not stated)	8%	?	nt	2%	?	-5%	7%	-2%
CC(=O)/C(C#N)=C1\NC(=O)C(Cc2ccc(F)cc2)S1 (configuration not stated)	6%	-4%	nt	-6%	nt	-4%	nt	-4%
COc1cccc(CNc2nc3nc4c(c(=O)n3[nH]2)CCC4)c1	-2%	-6%	1%	-10%	4%	7%	-5%	-2%
O=S(=O)(c1ccc(F)cc1)N1CCC(O)(c2ccc3c(c2)OCO3)CC1	i	1%	?	4%	-4%	-9%	2%	-2%
COCc1cc(=O)[nH]c2cc(NC(=O)C(C)(C)CCl)c(C)cc12	9%	?	11%	-2%	?	3%	8%	-3%
O=C(NC1CCCC1)C(c1ccc(Cl)cc1)N1CCN(C2CCCCC2)CC1 (configuration not stated)	-3%	1%	nt	-6%	nt	-2%	nt	-1%
Cc1cc(C)c(S(=O)(=O)NC(C)C)c(C)c1-n1cnnn1	i	-16%	-7%[46 µM]	-4%	2%	-1%	nt	-5%
CCCCOC(=O)C(NC(=O)c1ccccc1)=C(C)C	-9%	2%	4%	-12%	9%	-28%	5%	-2%
CCN1CCc2c(sc3c2c(NCc2ccco2)nc2nnnn23)C1	14%	?	22%	8%	?	16%	6%	-6%
Cc1ccc2nc(-c3ccc(S(=O)(=O)N4CCOCC4)cc3)cn2c1	1%	?	-11%	-4%	?	-3%	5%	-2%
Cc1ccc(C(=O)NCCCN2CCOCC2)cc1N1CCCC1=O	i	3%	20%	-15%	3%	9%	0%	1%
O=C(Nc1ccncc1NC(=O)c1cccc([N+](=O)[O-])c1)c1cccc([N+](=O)[O-])c1	-2%	-21%	-16%[46 µM]	-1%	-2%	17%	-28%	-2%
O=C(Nc1nnc(CSCc2ccc(Cl)cc2)s1)c1cccc([N+](=O)[O-])c1	-1%	-4%	?	-12%	-16%	7%	-23%	1%
Cc1cc(C(=O)COC(=O)CN(C)S(=O)(=O)c2ccc(Cl)cc2)c(C)n1CC1CCCO1 (configuration not stated)	-3%	-10%	-6%	-17%	?	8%	-7%	-1%
CCOC(=O)C(NC(=O)c1cccc(Cl)c1)(Nc1nnc(C)s1)C(F)(F)F (configuration not stated)	-2%	10%	-7%	-1%	8%	-7%	-8%	-1%
CCCCOc1ccc(S(=O)(=O)NC(=O)NCc2ccc(OCCC)cc2)cc1	-6%	7%	-8%	6%	-2%	-2%	3%	1%
Cc1cc(=O)oc2c(C)c(OCC(=O)N(C)C)ccc12	i	?	-10%	5%	?	-8%	10%	-1%
Cc1ccc(/C=N\NC(=O)CCc2n[nH]c(=O)[nH]c2=O)o1	-1%	2%	8%[46 µM]	-1%	-10%	5%	-13%	-1%

Part of the list above in order of SMILES length, rising.
SMILES	RECQ1 inh	KDM4E inh	LMNA splice mod	TRb SRC2 PPI	ALDH1A1 inh	RGS12 GoLoco inh	SMN2 splice up	TexasRed fluor
Cc1cc(=O)oc2c(C)c(OCC(=O)N(C)C)ccc12	i	?	-10%	5%	?	-8%	10%	-1%
Cc1ccc(C(=O)NCCCN2CCOCC2)cc1N1CCCC1=O	i	3%	20%	-15%	3%	9%	0%	1%
CCN1CCc2c(sc3c2c(NCc2ccco2)nc2nnnn23)C1	14%	?	22%	8%	?	16%	6%	-6%
Cc1ccc(/C=N\NC(=O)CCc2n[nH]c(=O)[nH]c2=O)o1	-1%	2%	8%[46 µM]	-1%	-10%	5%	-13%	-1%
Cc1ccc2nc(-c3ccc(S(=O)(=O)N4CCOCC4)cc3)cn2c1	1%	?	-11%	-4%	?	-3%	5%	-2%
CCOC(=O)C(NC(=O)c1cccc(Cl)c1)(Nc1nnc(C)s1)C(F)(F)F (configuration not stated)	-2%	10%	-7%	-1%	8%	-7%	-8%	-1%
O=C(Nc1nnc(CSCc2ccc(Cl)cc2)s1)c1cccc([N+](=O)[O-])c1	-1%	-4%	?	-12%	-16%	7%	-23%	1%

New compounds follow:
SMILES	RECQ1 inh	KDM4E inh	LMNA splice mod	TRb SRC2 PPI	ALDH1A1 inh	RGS12 GoLoco inh	SMN2 splice up	TexasRed fluor
COc1ccc(NC(=O)c2ccc3nc(-c4ccccc4)c(-c4ccccc4)nc3c2)c(OC)c1	-3%	?	-13%	9%	?	-2%	-11%	1%
CC(C)(C)C(=O)NC(=S)Nc1ccccc1N1CCCC1	5%	-2%	nt	6%	3%	9%	-62%[inhibitor]	0%
O=C(CCCc1ccccc1)NCc1cccnc1	9%	-7%	15%	-3%	-4%	-7%	-3%	3%
CCSc1nnc(NC(=O)CSc2nnc(CNC(=O)c3cc(OC)c(OC)c(OC)c3)o2)s1	-2%	-2%	-1%	0%	?	4%	3%	-9%
O=C1CSC(c2cccc([N+](=O)[O-])c2)N1c1ccccc1F (configuration not stated)	i	6%	-4%[46 µM]	5%	?	3%	-5%	0%
Cc1ccc2c(CN3CCN(S(=O)(=O)c4ccc5c(c4)OCCO5)CC3)cc(=O)oc2c1C	-3%	0%	?	0%	1%	14%	-65%[inhibitor]	0%
CN(C(=O)c1ccno1)c1nnc(-c2cnccn2)s1	-11%	-13%	-8%	-3%	-6%	1%	2%	0%
Cn1cc(Cl)c(C(=O)Nc2nc3ccc([N+](=O)[O-])cc3s2)n1	i	-2%	14%[46 µM]	-6%	9%	46%[activator]	nt	-2%
Cc1cc(C)n2c(=O)c3ccc(Cl)cc3nc2c1C#N	2%	4%	nt	2%	-2%	18%	nt	-2%
C=CCN1C=CC(=O)CC1	i	1%	nt	5%	nt	-1%	nt	-2%
CC(C)(C)NC(=O)C(c1ccco1)N(C(=O)Cn1nnc(-c2ccc(F)cc2)n1)c1cccc(F)c1 (configuration not stated)	i	-3%	-4%	4%	-3%	-12%	11%	2%
Cc1cc2ccccn2c1C(=O)Nc1ccccc1	-5%	?	-4%[46 µM]	1%	-7%	8%	?	0%
O=C(NN1C(=O)C2C3c4ccccc4C(c4ccccc43)[C@@H]2C1=O)c1ccccc1 (some centres not stated)	-8%	0%	?	1%	1%	6%	-3%	-42%
CN(C)CCNc1nc(-c2ccccc2)nnc1C(F)(F)F	-8%	-2%	10%	2%	9%	3%	-9%	-3%
Cc1cc(C(=O)Nc2sc3c(c2C#N)CCCC3)no1	i	3%	-16%	-2%	11µM*	3%	6.3µM*	2%
Clc1ccccc1-c1cc(NCc2ccccc2)ncn1	-9%	nt	?	nt	-14%	5%	nt	nt
Cc1cc(=O)oc(C)c1C(=O)Nc1ccc2nsnc2c1	5%	?	5%	-3%	?	2%	17%	-4%
O=[N+]([O-])c1cc(S(=O)(=O)N2CCCC2)ccc1N/N=C/c1cccs1	-4%	-1%	-5%	9%	?	12%	-29%	2%
CCOC(=O)c1sc2nccc(OC)c2c1N=CNOC	-3%	?	2%[46 µM]	-9%	3%	11%	3%	0%
O=c1[nH]c(N2CCCCC2)nc2c1CCCC2	2%	7%	-5%	-3%	15%	1%	10%	4%
Cc1ccc(CSc2nnc(SCC(=O)N/N=C/C=C/c3ccco3)s2)cc1	-26%	-17%	-2%	2%	?	48%[activator]	11%	-8%
O=C(OC1CCCCC1)c1ccc(NC(=O)c2ccco2)cc1	i	3%	?	-13%	-11%	7%	?	-2%
CCCc1cc(=O)oc2c3c(c4c(c12)OC(C)(C)C=C4)OC(C)C(C)C3O (configuration not stated)	-19%	-8%	nt	0%	?	10%	nt	-1%
COc1cc(/C=C2\SC(N)=NC2=O)ccc1OCC(=O)Nc1ccc(C)cc1	?	-9%	?	-3%	7%	37%[activator]	-20%	0%
O=C(Oc1nsnc1N1CCOCC1)c1ccccc1	-1%	-3%	6%	-11%	28µM*	1%	-12%	-2%
CC(=O)c1ccc(OCC(=O)c2cc(C)n(-c3ccc4c(c3)OCO4)c2C)cc1	-1%	-21%	?	1%	-4%	10%	-74%[inhibitor]	4%
Cc1nc2ccccc2c2c(N)c3ccccc3n12	i	-2%	-13%[46 µM]	-7%	-6%	-14%	3%	3%
Cc1nc2nc(COc3ccccc3)[nH]n2c(=O)c1Cl	-1%	7%	8%	-24%	-2%	-13%	16%	-4%
Nc1ccnn1-c1ccccc1	-3%	-6%	nt	7%	nt	3%	nt	0%
C=CSc1sc(Cl)c(N(CC)CC)c1[N+](=O)[O-]	16%	-28%	7%[46 µM]	-1%	16µM*	11%	-12%	-1%
CCN(CC)C(=O)COc1ccc(-c2ccccc2)cc1	-1%	4%	-3%	7%	4%	3%	8%	1%
COCc1cc(C)n(CC(=O)Nc2ccccc2OC)c(=O)c1C#N	13%	-13%	0%	-5%	2%	3%	-15%	0%
Cc1ccc2cc3c(N)c4c(C)ccc(C)c4nc3nc2c1	-12%	2%	?	-1%	-3%	18µM*	-2%	-1%
O=C(Cc1coc2ccc3ccccc3c12)N1CCN(c2ncccn2)CC1	-7%	?	?	-9%	-12%	6%	-8%	-1%
C#CCOCCOCCOCCNc1nc(N2CCN(C(=O)[C@H](CCC(=O)O)n3cc(C(N)[C@H](C)CC)nn3)CC2)nc(N2CCN(C(=O)[C@H](Cc3cc4ccccc4[nH]3)n3cc(C(N)[C@H](C)CC)nn3)CC2)n1 (some centres not stated)	-4%	-15%	nt	-5%	6%	9%	nt	-4%

These rows are one share of the data. The share of hits here may be higher or lower than overall.
